Compound activity (PubChem)
RBX1-CUL1 inh: blocks human RBX1-Cullin-1 di-ubiquitin formation; P62877+Q13616; in vitro K48 di-Ub FRET, acceptor:donor ratio, 45 min; inhibition, % at 10 µM; 140,000 compounds, 0.6% hits; AID 1347404; in the data active = inhibition above about 25%
Target sequence (P62877 whole entry, looked up): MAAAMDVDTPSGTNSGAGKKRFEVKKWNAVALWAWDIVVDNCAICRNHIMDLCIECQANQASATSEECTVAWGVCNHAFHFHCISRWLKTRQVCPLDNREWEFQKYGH
Target sequence (Q13616 whole entry, looked up): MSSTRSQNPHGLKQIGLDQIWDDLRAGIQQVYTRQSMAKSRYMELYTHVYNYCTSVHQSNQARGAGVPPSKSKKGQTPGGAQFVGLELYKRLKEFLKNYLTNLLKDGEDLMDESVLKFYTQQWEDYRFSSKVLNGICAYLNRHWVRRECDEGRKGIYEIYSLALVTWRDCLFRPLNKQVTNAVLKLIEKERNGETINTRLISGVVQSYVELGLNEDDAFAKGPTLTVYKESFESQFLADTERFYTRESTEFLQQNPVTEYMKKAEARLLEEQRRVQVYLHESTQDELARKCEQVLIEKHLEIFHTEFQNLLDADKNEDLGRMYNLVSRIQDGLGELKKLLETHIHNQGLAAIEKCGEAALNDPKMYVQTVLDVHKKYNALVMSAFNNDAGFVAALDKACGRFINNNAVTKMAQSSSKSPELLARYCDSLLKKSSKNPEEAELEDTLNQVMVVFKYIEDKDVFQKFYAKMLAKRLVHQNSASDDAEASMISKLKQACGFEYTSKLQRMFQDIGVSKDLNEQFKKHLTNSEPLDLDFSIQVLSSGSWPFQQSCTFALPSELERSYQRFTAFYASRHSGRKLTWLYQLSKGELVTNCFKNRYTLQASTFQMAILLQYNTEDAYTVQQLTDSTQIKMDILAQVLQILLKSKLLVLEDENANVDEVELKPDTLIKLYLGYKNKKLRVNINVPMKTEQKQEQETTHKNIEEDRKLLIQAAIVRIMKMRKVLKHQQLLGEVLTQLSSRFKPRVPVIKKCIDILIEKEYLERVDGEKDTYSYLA
An asterisk follows results filed as active.

RBX1-CUL1 inh | molecule
-8 | CCOC(=O)C1=C(C)N=c2s/c(=C/c3cccnc3)c(=O)n2C1c1cc(OC)ccc1OC (stereo unspecified)
-10 | O=C(NC1CCOC1)c1cc(COc2cccc(C(F)(F)F)c2)[nH]n1 (stereo unspecified)
6 | Cc1ncc(CN2CCC3(CCCN(Cc4cccnc4)C3=O)C2)n1C (stereo unspecified)
3 | Cc1cccc(CNC(=O)c2ccc(NC(=O)N3CCSc4ncccc43)cc2)c1
-3 | OCc1ccccc1CN1CCOCC1
-6 | COc1ccc(/C=C2\CCC/C(=C\c3cccs3)C2=O)cc1
-3 | Cc1ccc(OCC(O)CN(C)C2CCCCC2)cc1 (stereo unspecified)
12 | COC(=O)c1cc(O)c(C(=O)OC)s1
0 | Brc1ccc2c(c1)C(C1=NCCN1)c1ccccc1CS2 (stereo unspecified)
-5 | O=C(CSc1oc(-c2ccccc2)nc1S(=O)(=O)c1ccccc1)c1ccccc1
5 | CCCc1c(C(=O)N2CCOCC2)nnn1-c1ccc(Cl)cc1
-4 | Cc1cc(C)c(C)c(S(=O)(=O)NCC(=O)Nc2sc3c(c2C(N)=O)CCCC3)c1C
-8 | Cn1c(=O)n(Cc2c(F)cccc2Cl)c(=O)c2c1nc1n2CCN1c1ccc(F)cc1
-5 | Cc1oc(-c2cccc(C(F)(F)F)c2)nc1CN1CCN(c2cnccn2)CC1
2 | Cc1ccc(N2CCN(/N=C\c3c(F)cccc3Cl)CC2)cc1
4 | O=S(=O)(Nc1cccc(-c2ccc(N3CCCC3)nn2)c1)c1ccc(F)cc1F
17 | COc1cc(/C=C2\SC(=O)N(Cc3ccc(F)cc3)C2=O)ccc1OCc1ccc(C(=O)O)cc1
0 | O=C(NCc1cccc(Cl)c1)C1CCN(C(=O)c2sccc2-n2cccc2)CC1
3 | CCN1CCCC1CNC(=O)CCC1CCN(Cc2ncc(C)[nH]2)CC1 (stereo unspecified)
3 | CN(CC1CCCN(CCc2ccccc2F)C1)C(=O)CCN1CCCO1 (stereo unspecified)
-5 | COc1ccc(-c2cc(-c3ccccc3)nc3sc(C(=O)Nc4sc(C)c(C)c4C#N)c(N)c23)cc1
-1 | O=C(CN1CCN(c2ccc([N+](=O)[O-])cc2)CC1)N1CCN(c2ccc([N+](=O)[O-])cc2)CC1
0 | Cc1noc(C)c1S(=O)(=O)N(CC(=O)Nc1ccc(F)cc1F)c1ccc(C(C)C)cc1
0 | CCc1ccc(N2C(=O)C(Cl)=C(N3CCCCC3CC)C2=O)cc1 (stereo unspecified)
15 | CSc1ccc(CCNC(=O)c2cnn(-c3ccccc3)c2-n2cccc2)cc1
5 | CCc1noc(C)c1C(=O)Nc1ccc(C(F)(F)F)cc1
-2 | CCC(=O)N(C)C(Cc1ccc(F)cc1F)C1CCN(C(=O)C2CC(=O)c3ccccc32)CC1 (stereo unspecified)
4 | O=C1N(Cc2ccc(F)cc2)CCCC1(O)CNCc1ccccc1 (stereo unspecified)
-5 | CCOc1ccc(-c2c(C)nn3c(C)c(C(=O)NCc4ccc(Cl)cc4)cnc23)cc1OCC
14 | CCOc1cccc(C2C(C(=O)c3ccc(C)o3)C(=O)C(=O)N2Cc2ccccc2)c1 (stereo unspecified)
8 | CCOC(=O)c1ccc(N2NC(=O)/C(=C/c3cccn3-c3ccc(S(N)(=O)=O)cc3)C2=O)cc1
1 | O=C(c1ccc(Br)cc1)N(Cc1ccco1)c1ccccn1
2 | CCc1nnc(NC(=O)CSc2nnc(CNc3ccc(OC)cc3)n2-c2ccc(OC)cc2)s1
-2 | CC(C)(C)c1cc(CCC(=O)N/N=C/c2ccccc2O)cc(C(C)(C)C)c1O
8 | Cc1ccc(C)c(Nc2cc(C)nc3c(C)c(C)cc(N)c23)c1
17 | N#Cc1ccc(-c2cccs2)nc1SCCN1CCOCC1
1 | Nc1nc(Nc2ccccc2)nc(C2CCCCC2=O)n1 (stereo unspecified)
7 | Cc1cccc(OCc2nnc(SCC(=O)c3ccc(Br)cc3)n2C)c1
-1 | COC(=O)C1CCN(Cc2c(C(=O)N(C)CCc3ccccc3)nc3sccn23)CC1
-3 | Cc1ccc(CCNC(=O)c2ccc(CS(=O)(=O)c3ccc(Cl)cc3)o2)cc1
6 | COc1ccccc1NC(=O)COc1ccc(C(=O)O)cc1OC
14 | CC(C)CNC(=O)C1CCN(S(=O)(=O)N(C)C)CC1
3 | CCC(=O)N1CCc2cc(S(=O)(=O)NC(C(=O)NCCc3ccc(Cl)cc3)C(C)C)ccc21 (stereo unspecified)
5 | CCOc1ccc(C2CC(C3C(=O)NC(=O)N(C4CCCCC4)C3=O)=Nc3ccccc3S2)cc1 (stereo unspecified)
6 | CC(C)(C)OC(=O)N1CCC(c2c(C(=O)NCCN3CCOCC3)cnn2-c2ccc(F)cc2F)CC1
-3 | CCCc1ccc(C(=O)NC(C)C2CCCO2)cc1 (stereo unspecified)
10 | CSc1ccccc1C(=O)NCc1c(C)ncc2c1CCN(C(=O)Cc1cccc(F)c1)C2
-7 | COc1cc(C(=O)Nc2ccc3ccccc3c2)cc(OC)c1OC
-6 | COc1cc(CN(C(=O)c2ccc(C)cc2)C2CCS(=O)(=O)C2)cc(OC)c1OC (stereo unspecified)
-1 | CCCCCC(=O)NC(=S)Nc1ccc(O)c(-c2nc3ccccc3s2)c1
14 | COc1ccc(CCN(C)CCC(=O)Nc2c(C)cc(C)cc2C)cc1OC
5 | O=C(c1ccccc1)C(Sc1nc2ccccc2o1)c1ccccc1 (stereo unspecified)
6 | COCCN(C)Cc1cnc(S(=O)(=O)C(C)C)n1Cc1ccccc1F
-1 | CCCOc1ccc(C(Nc2ccccn2)c2ccc3cccnc3c2O)cc1 (stereo unspecified)
-2 | CN(CCc1ccccn1)Cc1cnc(S(C)(=O)=O)n1CC1CCCO1 (stereo unspecified)
6 | COc1ccc(-c2cc(-c3ccc(C)cc3)nc3sc(C(=O)Nc4c(C)cc(C)cc4C)c(N)c23)cc1OC
9 | COc1ccccc1Cn1ccc2c(cnc3ncnn32)c1=O
-6 | Cc1nc(Oc2ccc(C(C)(C)C)cc2)c2cc(-c3ccccc3)sc2n1
1 | c1cncc(CCNc2nc3nonc3nc2NC2CC2)c1
0 | N#Cc1ccc(C(=O)OCCNC(=O)c2cccnc2)cc1

The results go on:
RBX1-CUL1 inh | molecule
3 | O=C(Cc1ccccc1)N(Cc1cccnc1)c1nc2ccc(Cl)cc2s1
5 | O=C(Nc1cccc(NC(=O)c2ccc(-c3ccc(Br)cc3)o2)c1)c1ccccc1
-3 | COc1ccc(-c2cnnc(NCc3cnn(C)c3C)n2)cc1F
2 | Cc1[nH]nc2c1C1(CCN(Cc3ccccc3)CC1)C(C#N)C(=N)O2 (stereo unspecified)
5 | COc1cc(NC(=O)Cn2ccc3ccccc3c2=O)cc(OC)c1OC
-1 | COc1cccc2cc(-c3nc4sc5c(c4c(=O)[nH]3)CCC(C(C)(C)C)C5)c(=O)oc12 (stereo unspecified)
-9 | N#Cc1nc(COc2ccccc2Cl)oc1NCc1ccc(F)cc1
-11 | CCC(Oc1ccccc1)C(=O)Nc1cc(-c2cccc(C)c2)nn1-c1ccccc1 (stereo unspecified)
6 | COc1ccc(-c2cc(C(F)(F)F)nc(SCC(=O)Nc3cc(C)on3)n2)cc1
1 | Cc1c(C(N)=O)nnn1-c1ccc(Br)cc1
8 | O=c1sc2ccccc2c(N2CCCC2)c1[N+](=O)[O-]
-5 | COc1cccc(/C=C2\SC(=Nc3cccc(C)c3)N(c3cccc(C)c3)C2=O)c1
4 | CC(=O)c1cc(CC(=O)NCc2cccnc2N2CCOCC2)cs1
-6 | COc1ccccc1C(=O)Nc1c(C#N)sc2nc(-c3ccccc3)cc(-c3ccccc3)c12
0 | Cc1ccccc1NCC(=O)N/N=C/c1ccc(/C=N/NC(=O)CNc2ccccc2C)cc1

An excerpt from above in order of SMILES length, low to high.
RBX1-CUL1 inh | molecule
1 | Cc1c(C(N)=O)nnn1-c1ccc(Br)cc1
-3 | CCCc1ccc(C(=O)NC(C)C2CCCO2)cc1 (stereo unspecified)
9 | COc1ccccc1Cn1ccc2c(cnc3ncnn32)c1=O
0 | N#Cc1ccc(C(=O)OCCNC(=O)c2cccnc2)cc1
14 | CC(C)CNC(=O)C1CCN(S(=O)(=O)N(C)C)CC1
-7 | COc1cc(C(=O)Nc2ccc3ccccc3c2)cc(OC)c1OC
2 | Cc1ccc(N2CCN(/N=C\c3c(F)cccc3Cl)CC2)cc1
-1 | CCCOc1ccc(C(Nc2ccccn2)c2ccc3cccnc3c2O)cc1 (stereo unspecified)
-2 | CN(CCc1ccccn1)Cc1cnc(S(C)(=O)=O)n1CC1CCCO1 (stereo unspecified)
-10 | O=C(NC1CCOC1)c1cc(COc2cccc(C(F)(F)F)c2)[nH]n1 (stereo unspecified)
-6 | Cc1nc(Oc2ccc(C(C)(C)C)cc2)c2cc(-c3ccccc3)sc2n1
0 | O=C(NCc1cccc(Cl)c1)C1CCN(C(=O)c2sccc2-n2cccc2)CC1
-11 | CCC(Oc1ccccc1)C(=O)Nc1cc(-c2cccc(C)c2)nn1-c1ccccc1 (stereo unspecified)
-1 | COC(=O)C1CCN(Cc2c(C(=O)N(C)CCc3ccccc3)nc3sccn23)CC1
10 | CSc1ccccc1C(=O)NCc1c(C)ncc2c1CCN(C(=O)Cc1cccc(F)c1)C2
14 | CCOc1cccc(C2C(C(=O)c3ccc(C)o3)C(=O)C(=O)N2Cc2ccccc2)c1 (stereo unspecified)
2 | CCc1nnc(NC(=O)CSc2nnc(CNc3ccc(OC)cc3)n2-c2ccc(OC)cc2)s1
-6 | COc1ccccc1C(=O)Nc1c(C#N)sc2nc(-c3ccccc3)cc(-c3ccccc3)c12
0 | Cc1noc(C)c1S(=O)(=O)N(CC(=O)Nc1ccc(F)cc1F)c1ccc(C(C)C)cc1
-8 | CCOC(=O)C1=C(C)N=c2s/c(=C/c3cccnc3)c(=O)n2C1c1cc(OC)ccc1OC (stereo unspecified)
5 | CCOc1ccc(C2CC(C3C(=O)NC(=O)N(C4CCCCC4)C3=O)=Nc3ccccc3S2)cc1 (stereo unspecified)
3 | CCC(=O)N1CCc2cc(S(=O)(=O)NC(C(=O)NCCc3ccc(Cl)cc3)C(C)C)ccc21 (stereo unspecified)
-1 | COc1cccc2cc(-c3nc4sc5c(c4c(=O)[nH]3)CCC(C(C)(C)C)C5)c(=O)oc12 (stereo unspecified)
8 | CCOC(=O)c1ccc(N2NC(=O)/C(=C/c3cccn3-c3ccc(S(N)(=O)=O)cc3)C2=O)cc1

(next part)
RBX1-CUL1 inh | molecule
3 | COc1cccc2c1OCCCN(C(=O)c1ccc(-n3cc(NC(=O)c4cccnc4)cn3)cc1)C2
3 | CCN(C(=O)c1cc2c(=O)oc3ccccc3c2s1)c1ccc(C)c(C)c1
1 | COc1ccc(C(=O)COC(=O)c2cccc(NC(=O)c3ccc(OC)c(OC)c3)c2)cc1
0 | Cc1cc(C)nc(-n2nc(C)c3c2NC(=O)CC3c2ccccc2OC(C)C)n1 (stereo unspecified)
0 | Cc1ccc(Cl)cc1NC(=O)CN1CCC(C)CC1
-6 | Cc1ccnc(NC(=O)C(C)c2ccc(CC(C)C)cc2)c1 (stereo unspecified)
-1 | O=C(Nc1ccc(Br)cc1)c1ccc(CSc2nnnn2-c2ccccc2)cc1
-2 | CCCN(c1ccccc1F)S(=O)(=O)c1cc(-c2cc(C)no2)ccc1C
7 | CC1(CCC(=O)N2CCC(C3CCN(Cc4cccc(F)c4F)CC3)C2)CC1 (stereo unspecified)
-12 | CCn1cc(C(=O)N(C)Cc2ccccc2)c(=O)c2cc(S(=O)(=O)N3CCCCC3)ccc21
5 | O=C1c2ccccc2[C@@H]2CCCCC[C@H]2N1Cc1ccccc1
-3 | COc1ccc(Cl)cc1NC(=O)c1cc2ccc3ccc(C)[nH]c3c2n1
1 | Clc1cc2c(s1)CCc1ccccc1C2
-2 | O=c1c2sc3ccccc3c2n(Cc2ccccc2F)c(=O)n1-c1ccccc1Cl
0 | CCCNC(=O)N1[C@H](c2cccs2)[C@@H](C)C(=O)[C@@H](C)[C@@H]1c1cccs1
8 | Cc1ccc(C(=O)C/C(=C2/CCCc3ccccc3C2=O)c2ccccc2)cc1
-6 | Cc1ccc(OC(C)C(=O)Nc2nc3ccc(Cl)cc3s2)cc1 (stereo unspecified)
6 | CC(=O)OC1C(=O)c2ccccc2N1C(C)=O (stereo unspecified)
8 | CCOc1ccc(NC(=O)C(=O)NCCc2sc(-c3ccc(C)cc3)nc2C)cc1
-3 | CCOc1cccc2c1N(C(=O)/C=C/c1ccc(OC)cc1)C(C)(C)c1ssc(=S)c1-2
-1 | O=C(NCCC1=CCCCC1)c1ncn[nH]1
-4 | COc1ccc2oc(-c3ccc(NC(=O)c4ccc(Cl)cc4Cl)cc3)nc2c1
5 | CC(C)NC(=O)c1ccc(CSc2nc3ccncc3n2Cc2cccc(F)c2)cc1
5 | CN1CCCc2c1nc1c(c2N)CCC1
-4 | COC(=O)CCCC(=O)N1CCCC(CNC(=O)Cc2ccc(OC)cc2)C1 (stereo unspecified)
-1 | COc1ccc(C)cc1NC(=O)c1cnn(C)c1
0 | CN(C)c1ncc2c(n1)CCCC2NCc1ccc(C(F)(F)F)cc1 (stereo unspecified)
-1 | CCOc1cc(C2C3=C(CC(C)(C)CC3=O)N(CC(=O)O)C3=C2C(=O)CC(C)(C)C3)cc(Br)c1OCc1ccccc1
4 | COc1ccccc1N1CCN(c2c([N+](=O)[O-])cc(C(=O)O)cc2[N+](=O)[O-])CC1
3 | CN(C)C(=O)CN1CCN(c2nc3nonc3nc2NCc2cccs2)CC1
-5 | CNS(=O)(=O)c1cn(CC(=O)Nc2ccc(F)cc2F)cc1S(=O)(=O)NC
3 | Cc1cc(C)c2nc(-c3cn[nH]c3)cc(C(=O)N3C[C@H]4CC[C@H]3C4)c2c1
0 | O=C(CN1CCC(c2ccccc2)C1)NCc1cccnc1N1CCOCC1 (stereo unspecified)
5 | CN1CCc2nc3sc(C(=O)Nc4ccc(Cl)cc4)c(N)c3cc2C1
-3 | CCOc1ccccc1NC(=O)CCn1cnnn1
-3 | Cc1[nH]cnc1CN1CCCC(CNC(=O)c2cccc3ccccc23)C1 (stereo unspecified)
9 | CCC1CN(C(=O)N2CCC(C(=O)NCCc3cc(OC)ccc3OC)CC2)c2ccccc2O1 (stereo unspecified)
1 | O=[N+]([O-])c1ccc(N/N=C/c2cccn2-c2ccccc2)nc1
18 | CCC1CCc2nc3sc(C(=O)Nc4nc5cc(Br)ccc5s4)c(N)c3cc2C1 (stereo unspecified)

An excerpt, so the mix of outcomes need not match the whole.
